# STEP inh: blocks human striatal-enriched tyrosine phosphatase | P54829 | recombinant STEP, OMFP fluorogenic substrate, fluorescence | inhibition, % at 20 µM | 0.25% of 360,000 active;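 active = inhibition at 20 µM, scaled per plate between control wells, above about 37%, limit read from the data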;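 note: 0% = DMSO with enzyme and substrate and 100% = substrate only without enzyme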
#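 Also added – OMFP at 25 µM · Test system – STEP tyrosine phosphatase · Technique – FITC-channel fluorescence of OMFP product · Schedule – 20 min at room temperature, dark · Evaluation – control-normalized % inhibition with plate pattern correction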
# DNMT1 inh: inhibitors of human DNMT1 | DNMT1 molecular beacon, Hinp1I cleavage, fluorescence | P26358 | 0.83% of 360,000 active | inhibition (reported as % activation of signal), % at 10 µM | AID 588458; in the data active = inhibition above about 50%
# Target sequence (P26358 504-1616 limits assumed): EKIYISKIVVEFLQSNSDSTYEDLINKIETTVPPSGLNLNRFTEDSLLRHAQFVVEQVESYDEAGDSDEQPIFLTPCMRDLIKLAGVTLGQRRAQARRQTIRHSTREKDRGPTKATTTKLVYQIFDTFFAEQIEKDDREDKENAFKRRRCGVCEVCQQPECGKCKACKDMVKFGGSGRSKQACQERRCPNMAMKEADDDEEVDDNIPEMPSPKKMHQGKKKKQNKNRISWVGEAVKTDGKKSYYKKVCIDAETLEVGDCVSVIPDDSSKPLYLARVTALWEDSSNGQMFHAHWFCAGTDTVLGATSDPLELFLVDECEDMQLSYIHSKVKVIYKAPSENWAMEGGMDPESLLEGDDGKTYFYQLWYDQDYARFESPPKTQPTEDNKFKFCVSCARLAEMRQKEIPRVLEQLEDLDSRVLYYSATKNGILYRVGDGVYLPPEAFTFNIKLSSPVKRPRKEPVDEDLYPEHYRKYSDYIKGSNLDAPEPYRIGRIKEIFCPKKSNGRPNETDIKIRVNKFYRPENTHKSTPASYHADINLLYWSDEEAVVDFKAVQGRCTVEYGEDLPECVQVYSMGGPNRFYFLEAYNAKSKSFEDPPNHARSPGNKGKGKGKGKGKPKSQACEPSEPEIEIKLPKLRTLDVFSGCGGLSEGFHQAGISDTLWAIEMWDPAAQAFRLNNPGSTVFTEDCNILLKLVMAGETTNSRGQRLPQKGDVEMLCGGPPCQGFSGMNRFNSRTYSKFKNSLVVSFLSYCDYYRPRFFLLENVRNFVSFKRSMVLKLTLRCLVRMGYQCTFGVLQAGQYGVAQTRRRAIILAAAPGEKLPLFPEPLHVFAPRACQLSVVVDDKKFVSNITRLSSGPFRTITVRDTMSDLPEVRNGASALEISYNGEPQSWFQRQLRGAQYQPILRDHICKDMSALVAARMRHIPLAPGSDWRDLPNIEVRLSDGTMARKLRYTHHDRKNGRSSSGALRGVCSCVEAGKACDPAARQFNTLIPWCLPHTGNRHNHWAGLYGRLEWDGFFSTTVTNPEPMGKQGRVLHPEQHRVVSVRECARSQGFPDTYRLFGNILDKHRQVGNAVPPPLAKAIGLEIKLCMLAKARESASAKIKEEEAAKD
# Neddyl block: inhibitors of human cullin neddylation; TR-FRET cullin neddylation, biochemical; 0.58% of 360,000 active; AID 651699; calls only at 25 µM; in the data active = inhibition above about 36%
# CSN deneddyl inh: inhibitors of human CSN-mediated cullin deneddylation; Q92905; Purified CSN, SCF-Nedd8-OG deneddylation, fluorescence polarization; inhibition, % at 12.5 µM; 0.38% of 360,000 active; AID 651999;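 active = pattern-corrected inhibition above about 35%, with an unprinted fluorescence ratio check between 0.5 and 1.5, limit read from the data, passing the limit was not always enough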;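 note: 0% = enzyme with substrate and 100% = substrate without enzyme; some results filed as inactive read as strong as hits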
#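 Test system: Human Csn5 produced in HEK293T cells | Compound: 12.5 µM single point | Times: 90 min, room temperature | Signal: Fluorescence polarization readout | Read-out basis: % inhibition of substrate cleavage by Csn5 | Controls: no-enzyme wells high, enzyme-with-substrate wells low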
# SUMO1 PPI mod: modulators of human SUMO1-mediated protein-protein interactions; SUMO1 binding to a labelled peptide, TR-FRET, 1 h; inhibition, % at 20 µM; 0.33% of 360,000 active; in the data active = inhibition above about 37%
# Scp1 inh: Scp-1 (human) phosphatase inhibition | Recombinant Scp1, phosphopeptide, malachite green phosphate absorbance | 0.88% of 340,000 active | inhibition, % at 20 µM | Q9GZU7;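 active = inhibition above about 50% at 20 µM, limit read from the data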;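 note: plate controls were DMSO wells with enzyme for no effect and wells lacking enzyme for full effect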
#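 System: SCP-1 catalytic domain; Reagent: Phospho 17-mer peptide substrate; Doses: one concentration, 20 µM, with 1.0% DMSO; Incubation: 45 min room-temperature reaction, 5 min colour, 30 min stabiliser; Signal: Phosphate-binding colour reagent, absorbance read at 630 nm.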
# Rin1 Abl inh: blocks binding of human Rin1 to Abl | TR-FRET Rin1/Abl binding, biochemical | inhibition, % at 7.35 µM | 0.4% of 360,000 active; in the data active = inhibition above about 5%, passing the limit was not always enough
# NadD block: NadD (S. aureus) enzyme inhibition; inhibition, % at 20 µM; AID 602399; 0.78% of 360,000 active; purified NadD enzyme, colorimetric absorbance read-out; in the data active = inhibition above about 26%; note: some compounds past the cut are filed as inactive
# Rpn11 inh: Rpn11 (human) deubiquitinase inhibition; human 26S proteasome, Ub4-pepOG fluorescence polarization; 20S core pre-blocked with epoxomicin; calls only at 20 µM; 0.59% of 360,000 active;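 active = inhibition at 20 µM, scaled to each plate's controls, above about 33%, limit read from the data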
# LMPTP inh: LMPTP (human) inhibition; AID 651560; recombinant LMPTP-A, OMFP fluorogenic substrate, fluorescence intensity; 0.22% of 360,000 active; inhibition, % at 20 µM;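 active = compounds that cut the enzyme signal by at least half of the control window in the single-dose screen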;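 note: plate controls were DMSO wells with enzyme plus substrate for no effect and substrate without enzyme for full effect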
#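 Test system – LMPTP-A enzyme · Amount – LMPTP-A at 0.625 nM final in the reaction · Buffer or medium – Bis-Tris pH 6.0, DTT, detergent · Reagent – OMFP 400 µM · Doses – single 20 µM dose · Schedule – reaction 50 min, room temperature, dark · Detection – fluorescence intensity of OMFP turnover product · Evaluation – percent inhibition versus substrate-only and uninhibited controls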
# Active calls of the source: *; i = inactive; . = no result given.
SMILES	STEP inh	DNMT1 inh	Neddyl block	CSN deneddyl inh	SUMO1 PPI mod	Scp1 inh	Rin1 Abl inh	NadD block	Rpn11 inh	LMPTP inh
CC(=O)C1C(c2ccccc2Cl)NC(=O)NC1(O)C(F)(F)F (stereo not given)	-1	4	i	5	3	-3	-1	5	i	0.4
O=c1[nH]c2ccc(S(=O)(=O)N3CCN(c4ccccc4)CC3)cc2[nH]c1=O	0	-2	i	-5	-2	0	0	1	i	0.8
Cc1c(Cl)cccc1-n1c(SCC(=O)NCc2ccccc2Cl)nnc1-c1ccncc1	-2	-2	i	1	-1	5	2	4	i	0.7
COc1cccc2cc(C(=O)C3=C(O)C(=O)N(CCN(C)C)C3c3ccc(F)cc3)oc12 (stereo not given)	9	-3	i	1	-12	-14	-4	3	i	-1.4
COc1ccccc1CNC(=O)c1ccc2c(=O)n3c(nc2c1)CCCCC3	0	0	i	-3	5	-9	-1	3	i	-1.1
O=c1[nH]c(=O)n(C2OC(CO)C(O)C2O)cc1Br (stereo not given)	-2	0	i	-4	9	-1	1	2	i	-0.6
O=C(OCc1cn(-c2ccc(Cl)c(Cl)c2)nn1)c1ccccc1	0	-1	i	1	3	-10	0	-2	i	6.2
CN(C(=O)c1ccc(Oc2ccc([N+](=O)[O-])cc2)cc1)C1CCCCC1	0	4	i	0	-23	-2	-1	-2	i	1.0
CC[C@H]1C(O)C[C@H]2CCN3C(=O)CCC[C@H]1[C@H]23 (stereo not given in full)	-4	2	i	-5	1	1	-1	-4	i	-1.9
COc1c(C(=O)Nc2ccccc2N2CCOCC2)cc2ccccc2c1Br	3	-4	i	3	1	-2	3	3	i	3.1
CCCC(=O)NC(Nc1c(C)n(C)n(-c2ccccc2)c1=O)C(Cl)(Cl)Cl (stereo not given)	0	-2	i	-2	1	-3	5	-2	i	-3.2
CC(C)(CO)NC(=O)CCCOc1ccc(Cl)cc1Cl	0	1	i	1	0	-4	1	-3	i	-1.5
O=C1O[C@@H]([C@H](O)CO)C(O)=C1O	0	15	i	1	4	4	2	-3	i	-0.4
CCC(=O)Nc1ccc(-c2nnc(SCC(=O)NCC3CCCO3)n2C)cc1 (stereo not given)	1	4	i	-4	-4	-8	1	-1	i	-2.7
O=C1/C(=C/c2cccnc2)SC(=S)N1C1CCS(=O)(=O)C1 (stereo not given)	1	-1	i	0	-21	-4	-3	-5	i	-0.6
Cc1cc(=O)oc2cc(OC(=O)c3ccccc3)ccc12	-2	13	.	6	1	1	0	2	i	-0.2
O=C(COC(=O)COc1ccccc1[N+](=O)[O-])Nc1ccc(S(=O)(=O)N2CCCCC2)cc1	0	8	i	5	-3	22	5	4	i	-0.7
CCOc1cccc(N2C(=O)CC(NNC(=O)c3ccc(Br)o3)C2=O)c1 (stereo not given)	3	0	i	4	-1	-7	-1	-2	i	-1.9
N#Cc1c(SCC(N)=O)nsc1SCc1ccccc1Cl	2	-5	i	-2	0	-2	-5	-10	i	-0.8
Cc1ccc(S(=O)(=O)N2CCC(C(=O)OC(C)C(=O)NC3CCCCC3C)CC2)cc1C (stereo not given)	3	-3	i	-8	0	-5	0	1	i	-0.4

# Next section, overlapping the part above by 6 compounds.
SMILES	STEP inh	DNMT1 inh	Neddyl block	CSN deneddyl inh	SUMO1 PPI mod	Scp1 inh	Rin1 Abl inh	NadD block	Rpn11 inh	LMPTP inh
O=C1/C(=C/c2cccnc2)SC(=S)N1C1CCS(=O)(=O)C1 (stereo not given)	1	-1	i	0	-21	-4	-3	-5	i	-0.6
Cc1cc(=O)oc2cc(OC(=O)c3ccccc3)ccc12	-2	13	.	6	1	1	0	2	i	-0.2
O=C(COC(=O)COc1ccccc1[N+](=O)[O-])Nc1ccc(S(=O)(=O)N2CCCCC2)cc1	0	8	i	5	-3	22	5	4	i	-0.7
CCOc1cccc(N2C(=O)CC(NNC(=O)c3ccc(Br)o3)C2=O)c1 (stereo not given)	3	0	i	4	-1	-7	-1	-2	i	-1.9
N#Cc1c(SCC(N)=O)nsc1SCc1ccccc1Cl	2	-5	i	-2	0	-2	-5	-10	i	-0.8
Cc1ccc(S(=O)(=O)N2CCC(C(=O)OC(C)C(=O)NC3CCCCC3C)CC2)cc1C (stereo not given)	3	-3	i	-8	0	-5	0	1	i	-0.4
O=C1c2ccccc2-c2cc(Br)ccc2NC1O (stereo not given)	-2	5	i	-1	-1	.	-1	-4	i	-1.5
CC(=C1SC(=S)NC1=O)c1ccccc1	-1	4	i	-2	-19	5	1	-2	i	-2.2
C=CCn1c(SCC(=O)N2CCOCC2)nc2sc3c(c2c1=O)CCCC3	3	1	i	0	-5	-5	0	10	i	-1.6
Cc1ccc(OCc2nc(C#N)c(NCc3ccco3)o2)cc1	0	-1	i	2	0	-8	0	-8	i	1.3
O=C(Cn1ccsc1=NC(=O)C(F)(F)F)c1ccccc1	1	0	i	1	0	-10	-2	-8	i	-0.7
COc1cccc(C2N(c3ccc(Cl)cc3)C(=O)C3CCCN32)c1 (stereo not given)	11	-3	i	-9	5	-19	3	-4	i	-1.1
COC(=O)C1=C(N)OC2=C(C(=O)CCC2)C1c1cccs1 (stereo not given)	0	1	i	-3	-8	-3	4	-4	i	-1.0
CN(Cc1ccccc1)C(=O)CCC1CCN(C(=O)CC2=CCCCC2)CC1	0	1	i	-9	-4	3	2	-3	i	-0.2
COc1ccc(CCC(=O)N/N=C\c2cccs2)cc1	-2	-2	i	-6	-8	-6	-2	-8	i	-0.8
COc1cc2[nH]c(C(=O)Nc3ccc4c(c3)OCCO4)cc2c(OC)c1OC	-4	-3	i	3	1	-14	-1	-5	i	1.4
COc1ccc(S(=O)(=O)NC(C)C)cc1-n1cnnn1	1	2	i	1	2	-3	3	-8	i	-0.4
O=C(CCN1CCCCC1)NNC(=O)C12CC3CC(CC(C3)C1)C2	-4	-4	i	-4	-1	-6	3	-10	i	-1.7
CCC(C)NCCOCCOc1ccc(Cl)c(C)c1C (stereo not given)	2	5	i	-8	-3	3	0	-5	i	-1.5
CC(C)=CCN1CCN(CCCn2cccn2)CC1CCO (stereo not given)	2	3	i	-5	-6	-4	6	-1	i	-2.2
CC(C)N(CCNC(=O)c1nn(Cc2ccccc2)c(=O)c2ccccc12)C(C)C	-2	0	i	-2	0	.	1	-4	i	-0.2
CCOC(=O)c1c(NC(=O)C2COc3ccccc3O2)sc2c1CCN(Cc1ccccc1)C2 (stereo not given)	2	-1	i	-9	0	4	-2	7	i	1.6
Cc1onc(-c2ccccc2Cl)c1C(=O)NNC(=O)c1ccc(F)cc1	0	-1	i	-4	2	-6	1	5	i	-0.9
Cc1cc(C)n2nc(C(=O)N3CCN(c4ccc([N+](=O)[O-])cc4)CC3)nc2n1	3	-1	i	-2	-26	5	-1	7	i	0.1
Cc1cc(=O)oc2cc(OCC(=O)NCCCN3CCCC3=O)ccc12	-1	-1	i	0	25	-8	-3	0	i	-1.7
Cn1c2c(c(=O)n(C)c1=O)C(CC(=O)Nc1ccccc1)C(=O)N2 (stereo not given)	0	-1	i	2	-2	0	3	-7	i	-0.9
CCC(C)c1ccccc1N1CC(C(=O)N2CCN(S(=O)(=O)c3cccc([N+](=O)[O-])c3)CC2)CC1=O (stereo not given)	0	0	i	-4	-26	-2	-2	3	i	0.2
Cc1oc2c(C)c(O)ccc2c(=O)c1N1C(=O)c2ccccc2C1=O	-1	1	i	-1	-3	-4	3	-5	i	-1.1
CC(C)[C@H](NC(=O)c1ccccc1)C(=O)OCC(=O)N1CC2(C)CC1CC(C)(C)C2 (stereo not given in full)	1	0	i	-6	0	-4	1	0	i	-2.1
CC(C)(C)c1ccc(C(=O)c2c[nH]c(C(=O)O)c2)cc1	-1	0	i	-13	-1	7	3	-2	i	-0.6
COc1cccc(OC)c1C(=O)Nc1ccc(S(=O)(=O)N2CCCCC2)cc1	-2	-3	i	4	-1	5	0	-1	i	0.2
COc1ccc2[nH]c(=O)cc(C(=O)O)c2c1	2	58*	.	14	6	69*	3	15	i	-0.5
O=C(c1cccc(C(F)(F)F)c1)N1CCCC1	-3	-1	i	2	-4	3	1	-4	i	-2.0
CC1(C)CC(=O)C=C(c2ccc(COC(=O)/C=C/c3ccccc3)cc2)C1=O	0	1	i	2	-17	.	0	-8	i	1.9
Cc1ccccc1-n1c(SCC(=O)NC2CC2)nc2ccccc2c1=O	-2	0	i	0	-1	.	10*	3	i	0.4
COCC(C)n1c(C)cc(C(=O)COC(=O)c2ccc3c(c2)NC(=O)CS3)c1C (stereo not given)	-1	-1	i	0	-2	2	3	8	i	-0.7
Cc1ccc(NC(=O)c2cc(=O)c3ccccc3o2)cc1S(=O)(=O)N1CCOCC1	-1	-4	i	-1	-16	-9	-5	0	i	0.1
O=C(Nc1cccc(S(=O)(=O)Nc2ccc(SC(F)F)cc2)c1)C1CCC1	-3	1	i	-2	1	-8	3	0	i	1.2
O=C(NC1=NCCS1)c1ccc(OCC2CCCO2)cc1 (stereo not given)	-6	-1	i	1	-3	-10	-2	1	i	0.8
